# bIAP activator: intestinal alkaline phosphatase (bovine) activation; purified bovine IAP, CDP-star luminescence, 30 min; hits give high values; fold of DMSO-control signal, blank-subtracted; activation factor at 20 µM; 200,000 compounds, 0.17% hits; AID 1016;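 active = activation factor of 2 or more at 20 µM, a signal rise over negative controls twice the positive control's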
# PPARg SRC1 recr: promotes SRC-1 coactivator recruitment by human PPARgamma; P37231; 200,000 compounds, 0.41% hits; PPARgamma-SRC-1 coactivator recruitment biochemical assay; activation, % at 8 µM; in the data active = activation above about 19%;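 also: 0% = DMSO and 100% = reference agonist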
# Target sequence (P37231 whole entry, looked up): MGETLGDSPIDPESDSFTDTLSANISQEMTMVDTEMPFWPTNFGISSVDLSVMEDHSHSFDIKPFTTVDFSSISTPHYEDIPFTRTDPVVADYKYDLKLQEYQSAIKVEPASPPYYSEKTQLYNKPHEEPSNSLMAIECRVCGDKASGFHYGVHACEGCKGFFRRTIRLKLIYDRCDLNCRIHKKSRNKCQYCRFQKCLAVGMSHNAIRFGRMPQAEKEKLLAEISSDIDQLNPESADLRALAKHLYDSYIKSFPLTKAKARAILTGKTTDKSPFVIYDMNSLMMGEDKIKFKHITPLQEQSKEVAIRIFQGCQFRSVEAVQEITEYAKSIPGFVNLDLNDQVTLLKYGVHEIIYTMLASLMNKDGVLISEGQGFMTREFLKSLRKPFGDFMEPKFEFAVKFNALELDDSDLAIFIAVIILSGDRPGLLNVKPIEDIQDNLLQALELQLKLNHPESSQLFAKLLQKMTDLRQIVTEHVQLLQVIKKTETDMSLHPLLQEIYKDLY
# HMGR II inh: inhibitors of class II HMG-CoA reductase from Enterococcus faecalis; purified E. faecalis HMGR, NADPH absorbance 340 nm kinetic; inhibition, % at 10 µM; 190,000 compounds, 0.41% hits; AID 1066;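 active = inhibition above a set limit, the median over all tested compounds plus 3 SD, cut at about 9.5% in these data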;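 also: enzyme runs in reverse so mevalonate oxidation gives rising NADPH absorbance; 0% = complete reaction with DMSO and 100% = background rate lacking mevalonate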
# TNAP act hi DEA: activators of human TNAP at high phosphate acceptor concentration; P05186; purified TNAP, CDP-star luminescence, 1 M DEA, 30 min; hits give high values; 0 = EDTA background, 1 = DMSO-only activity; activation factor at 20 µM; 200,000 tested, under 10 active; AID 1136;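 active = activation factor at least 2 at 20 µM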
# Target sequence (P05186 whole entry, looked up): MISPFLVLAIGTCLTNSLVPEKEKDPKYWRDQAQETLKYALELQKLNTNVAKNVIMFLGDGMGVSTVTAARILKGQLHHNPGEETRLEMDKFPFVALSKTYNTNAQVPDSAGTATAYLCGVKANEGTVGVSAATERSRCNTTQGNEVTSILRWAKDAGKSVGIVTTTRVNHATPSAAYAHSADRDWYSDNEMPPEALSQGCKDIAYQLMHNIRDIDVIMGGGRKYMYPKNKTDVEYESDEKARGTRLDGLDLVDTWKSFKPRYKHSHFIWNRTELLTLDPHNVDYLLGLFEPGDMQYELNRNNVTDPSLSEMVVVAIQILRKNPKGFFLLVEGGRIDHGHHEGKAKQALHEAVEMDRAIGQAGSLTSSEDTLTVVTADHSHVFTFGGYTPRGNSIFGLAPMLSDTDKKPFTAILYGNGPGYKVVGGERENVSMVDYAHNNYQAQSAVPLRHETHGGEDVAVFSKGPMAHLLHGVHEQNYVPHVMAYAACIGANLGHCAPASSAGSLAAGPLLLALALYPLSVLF
#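 Measured by: Luminescent substrate turnover signal | Test system: Human TNAP | Input: TNAP 1/800 final | Dosing: 20 µM single point | Schedule: 30 min, room temperature | Controls: EDTA wells as negative control, DMSO wells as positive control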
# TNAP inh noacc: blocks human TNAP activity with no phosphate acceptor present. P05186. inhibition, % at 20 µM. purified TNAP, CDP-star luminescence, 30 min. AID 1012. 200,000 compounds, 0.26% hits;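 active = tissue-nonspecific alkaline phosphatase inhibition above about 50% at 20 µM in the single-dose screen, limit read from the data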;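 also: 0% = DMSO negative control and 100% = EDTA positive control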
# SRC2 TRFRET art: counter-screen for PPARgamma SRC-2 recruitment agonists: TR-FRET artefact | 200,000 compounds, 0.4% hits | AID 1049 | hits give high values | TR-FRET ratio at 8 µM; in the data active = TR-FRET ratio above about 2000; also: inactives centre near 1500
# bIAP inhibitor: intestinal alkaline phosphatase (bovine) inhibition; purified bovine IAP, CDP-star luminescence, 30 min; inhibition, % at 20 µM; 190,000 tested, under 10 active; AID 1019;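 active = over 50% inhibition of intestinal alkaline phosphatase at 20 µM in the single-dose screen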
#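 Incubation: 30 min reaction at room temperature / Material: purified bovine intestinal alkaline phosphatase (IAP) enzyme / Input: enzyme at 1/65,000,000 dilution / Dosing: 20 µM single dose / Signal: CDP-star luminescence signal / Reagent: CDP-star chemiluminescent phosphatase substrate, 30 µM final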
# PPARg SRC-3 ag: agonists of human PPARgamma SRC-3 coactivator recruitment; P37231; biochemical PPARgamma/SRC-3 coactivator recruitment assay; activation, % at 8 µM; 200,000 compounds, 0.26% hits; in the data active = activation above about 23%;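 also: 0% = DMSO and 100% = reference agonist; some compounds past the cut are filed as inactive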
# PPARg SRC-2 ag: PPARgamma-driven SRC-2 recruitment agonism; PPARgamma LBD-SRC-2 recruitment, biochemical; activation, % at 8 µM; 200,000 compounds, 0.34% hits; AID 1032; in the data active = activation above about 22%;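 also: 0% = vehicle and 100% = reference agonist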
# TNAP inh hiacc: TNAP (human) inhibition, high acceptor; P05186; purified TNAP, CDP-star luminescence, 1 M DEA; inhibition, % at 20 µM; 200,000 compounds, 0.03% hits; AID 1135;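 active = over 50% inhibition of tissue-nonspecific alkaline phosphatase at 20 µM in the single-dose screen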;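 also: plate controls were DMSO wells for no effect and EDTA-quenched wells as full inhibition for full effect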
# * = called active by the depositor; nt = no result given.
SMILES,bIAP activator,PPARg SRC1 recr,HMGR II inh,TNAP act hi DEA,TNAP inh noacc,SRC2 TRFRET art,bIAP inhibitor,PPARg SRC-3 ag,PPARg SRC-2 ag,TNAP inh hiacc
CCOC(=O)c1nn(-c2ccc(Cl)cc2)c2nnc(Cc3ccccc3)c(=O)n12,1,6,2,1,-5,1489,0,1,1,-3
CCCCC(CC)CNC(=O)c1cc2ccccc2c(=O)o1 (stereo not drawn),1,2,1,1.1,-11,1561,2,-2,5,-5
COc1ccc(NC(=O)C(F)(F)F)cc1OC,1,-6,2,1.1,-13,1367,4,4,-11,-5
Cc1ccc(S(=O)(=O)CCC(=O)Nc2ccc(S(=O)(=O)N(C)C)cc2)cc1,1,8,0,1.1,-15,1459,4,4,-2,-7
Cc1oc2c(c1C(=O)NCCO)CCCC2,0.9,2,-7,1,0,1536,10,-5,12,-4
Nc1nnc(CC(=O)NCc2ccccc2)s1,0.9,3,2,1,-7,1492,12,-3,6,-1
COc1ccc(NC(=O)Nc2cc(C)ccc2F)cc1,0.8,2,-10,1.1,-17,1523,18,7,4,-7
Cc1cc(NC(=O)COc2c(C)cccc2C)no1,0.9,10,2,1,-5,1773,6,0,8,-3
O=C1CC(C(=O)Nc2ccc(C(=O)O)cc2)C(c2ccccc2)O1 (stereo not drawn),1,-6,0,1.1,-4,1429,5,3,-3,-8
COc1ccc(NC(=O)COC(=O)C(CC(C)C)N2C(=O)C3CC=CCC3C2=O)cc1Cl (stereo not drawn),1,-7,4,1,-5,1609,2,3,1,4
COc1cccc2cc(/C(C)=N/NC(=O)c3ccco3)oc12,1.4,3,-8,1,-13,1663,-45,9,6,0
Cc1ccnc(NS(=O)(=O)c2ccc(NC(=O)c3cc(-c4ccc(Br)cc4)nc4ccccc34)cc2)n1,1,-5,-3,1,-12,1691,0,0,-2,0
CCOC(=O)c1c(C)nc2sc(C(=O)Nc3ccc(OC)cc3)c(N)c2c1-c1ccc(OC)cc1,1,10,-6,1,-6,1433,0,-5,10,-5
CCOC(=O)CSc1nc2ccccc2c(=O)n1NC(=O)c1ccccc1,0.9,-6,-5,1,-11,1518,13,-4,2,-2
O=c1oc2ccc(Br)cc2cc1S(=O)(=O)c1ccc(F)cc1,1.1,1,-6,1,1,1551,-6,-1,-1,3
O=C1CN(C(=O)CSc2nncn2-c2ccccc2)c2ccccc2N1,0.9,9,-1,1.1,-21,1620,10,11,10,-8
CCc1sc(NC(=O)CCC(=O)O)nc1-c1cc2ccccc2oc1=O,1.1,5,0,1,-8,1572,-6,2,-5,0
CCn1c(SCC(=O)N2CCOCC2)nc2oc3c(Cl)cc(Cl)cc3c(=O)c2c1=O,0.9,13,-6,1,-3,1645,5,6,0,2
CC(C)(C)NC(=O)NC(=O)Cn1ccsc1=N,0.4,-2,-8,1,-14,1530,nt,-1,-1,-4
c1ccc(OCc2noc(CN3CCC(C4CCCCC4)C3)n2)cc1 (stereo not drawn),1,3,-8,1.1,-14,1470,-2,-9,-7,-7
COc1cccc(C(=O)Nc2ccc(F)cc2F)c1,0.5,-2,-1,1,-4,1455,49,9,1,2
Cc1ccc(C(=O)Nc2nc3ccc(S(C)(=O)=O)cc3s2)o1,1,2,-4,1,-9,1475,-4,4,12,-2
Cc1cc(OCc2ccc(C(=O)n3cccn3)o2)ccc1Cl,1.2,-2,1,1.1,-10,1638,-24,-9,0,-5
CCN(CC)C(=O)Cn1cc(S(=O)(=O)CC(=O)N2CCCCCC2)c2ccccc21,1.1,-4,-3,1,-10,1623,-12,4,-3,-2
O=C(NC1(C(F)(F)F)C(=O)Nc2c1c(=O)[nH]c(=O)n2-c1ccccc1)c1ccncc1 (stereo not drawn),nt,3,nt,nt,nt,1584,nt,-2,9,nt
COc1ccc(C/C(N)=N/n2cnnc2)cc1Cl,1,-4,-2,1,-8,1490,2,1,5,0
CC1CCN(S(=O)(=O)c2ccc(Oc3ccc([N+](=O)[O-])cc3)cc2)CC1,0.7,6,-4,1,-6,1592,27,10,11,-3
O=[N+]([O-])c1cccc(CNCc2ccccc2)c1,1.1,2,0,1.1,-8,1580,-11,-2,0,-7
Cc1ccc(NCC(O)C(O)C(O)CO)cc1C (stereo not drawn),0.9,2,-5,1,-11,1642,9,-3,9,-3
CC(=O)OCCCCON1C(=O)c2ccccc2C1=O,1,2,-8,1,-6,1692,-3,2,8,2
Cc1ccc(S(=O)(=O)N(C)c2ccc3ccccc3c2)cc1,0.8,-2,-2,1,-2,1478,23,-3,6,4
CCCC(=O)Nc1cc(-c2nnc(OC)c3ccccc23)ccc1N1CCCCC1,1,8,-3,1,1,1453,3,6,8,-3
CCOC(=O)c1ccc(NC(=O)CC2COc3ccccc3O2)cc1 (stereo not drawn),0.8,8,2,1.1,-10,1456,15,5,5,-7
Cc1ccc(-c2ccc(SCC(=O)N3CCN(c4ccccc4)CC3)nn2)cc1,1,2,0,0.9,-1,1607,0,2,3,6
CCOc1ccccc1-c1nc(-c2ccc(NC(=O)Cc3ccc(OC)cc3)cc2)no1,1,2,0,1.1,-2,1725,-1,7,-2,-5
CCCC(=O)Nc1cc2c(cc1C(=O)c1ccccc1)OCCO2,1,6,-1,1,-13,1396,5,3,4,-1
COc1ccccc1C(=O)NNC(=O)c1ccc(NC(=O)C(C)C)cc1,1.1,-3,4,1.1,-28,1374,-14,-2,-2,-7
CCOC(=O)c1sc(=NC(=O)c2cc(OC)c(OC)c(OC)c2)n(C)c1C,1,-1,0,1.1,-1,1659,0,338*,-3,-9
O=C(Nc1ccccc1C(=O)N/N=C/c1ccc(F)cc1)c1ccccc1Br,1,-3,-5,1,-5,1342,2,-11,-3,-2
Cc1nc(S(=O)(=O)N2CCOCC2)c(C#N)c(C)c1Cl,1.1,-2,-5,1,0,1460,-5,4,3,0
O=C(c1ccc2snnc2c1)N1CCN(c2ccccn2)CC1,1,2,-2,1,7,1606,-2,-21,1,0
CC(C)(C)c1csc(NC(=O)Cn2c(=O)oc3ccccc32)n1,0.9,-4,1,1,-8,1541,8,-6,-12,2
O=c1c(Cc2ccccc2)c(O)ccn1CCc1cnc[nH]1,1.1,-2,-6,1.1,-6,1400,-5,-2,1,-6
COc1ccc(NC(=O)CCSc2ccc(C)cc2)cc1S(=O)(=O)Nc1ccccc1Cl,1,3,-8,1,-8,1607,2,1,-2,0
O=C(Nc1ccc(C2CC2(Cl)Cl)cc1)c1ccccc1Br (stereo not drawn),0.9,-5,-3,1.1,-6,1640,6,-2,-3,-9
CCOc1nc(N(C)C)nc(-n2nnc(C(C)=O)c2C)n1,1,-7,-3,1,-13,1459,-1,9,-1,-3
COc1ccc(OC)c(CC(NC(C)=O)C(=O)NC2CCN(c3c(Cc4ccccc4)c(C)nc4ncnn34)CC2)c1 (stereo not drawn),1,2,-3,1,-16,1410,3,1,-7,0
CCOC(=O)C[N+](C)(C)CCOC1CC2CCC1(C)C2(C)C (stereo not drawn),1.1,0,0,1,-6,1524,-10,-2,4,-4
O=C1CCCC2=C1C(c1ccc(O)c(O)c1)Nc1ccc3ncccc3c12 (stereo not drawn),1,10,2,0.9,40,1522,-1,-4,8,8
CCOC(=O)c1cnn(Cc2ccccc2Cl)c1N,0.9,0,-4,1,-18,1558,6,-3,1,-3
O=C(CN1CCCN(Cc2ccc(F)cc2Cl)C1=O)NCc1ccccc1,0.9,12,-1,1,-7,1619,11,6,9,1
Cc1cc(N2CCCCC2)nc(SCc2ccc(C#N)cc2)n1,1.1,4,-1,1.1,-7,1456,-10,3,0,-5
CCOc1ccc(NC(=O)N(CCCN2CCOCC2)Cc2cccnc2)cc1,1.1,0,1,1,-13,1358,-6,1,-5,-3
O=C(NCCN1CCN(c2ccccc2F)CC1)C1CC(=O)N(C2CCCC2)C1 (stereo not drawn),1.1,0,0,1,-10,1723,-6,8,-3,-5
O=C(O)c1ccccc1NC(=S)NC(=O)c1sc2ccccc2c1Cl,1,10,0,1,2,1696,4,9,4,3
CC12CCC(C(=O)NCC3CCCO3)(OC1=O)C2(C)C (stereo not drawn),1,5,-1,1,-10,1585,-3,-9,9,1
Cc1c(NC(=O)Nc2ccc(Cl)c(Cl)c2)sc(=S)n1C,nt,-1,nt,nt,nt,1485,nt,-4,-1,nt
CC1CCCCC1NC(=O)CSc1nnc(N)s1 (stereo not drawn),0.9,8,1,1,-8,1574,15,8,-3,-1
COc1cc(C(=O)N(Cc2ccccn2)CC2CCCO2)cc(OC)c1OC (stereo not drawn),1,4,-5,1,-10,1436,1,-12,-10,-3
O=C(NCCSc1ccccc1)c1ccco1,1,0,0,1.1,-8,1532,3,1,-9,-9

# Next part (3 carried over from the part before).
SMILES,bIAP activator,PPARg SRC1 recr,HMGR II inh,TNAP act hi DEA,TNAP inh noacc,SRC2 TRFRET art,bIAP inhibitor,PPARg SRC-3 ag,PPARg SRC-2 ag,TNAP inh hiacc
CC1CCCCC1NC(=O)CSc1nnc(N)s1 (stereo not drawn),0.9,8,1,1,-8,1574,15,8,-3,-1
COc1cc(C(=O)N(Cc2ccccn2)CC2CCCO2)cc(OC)c1OC (stereo not drawn),1,4,-5,1,-10,1436,1,-12,-10,-3
O=C(NCCSc1ccccc1)c1ccco1,1,0,0,1.1,-8,1532,3,1,-9,-9
O=C(O)C1Nc2c(O)cccc2C2C=CCC12 (stereo not drawn),0.8,-2,8,0.8,27,1631,24,0,2,16
Cc1cccc(C)c1NC(=S)N(Cc1ccco1)C1CCN(C(C)C)CC1,1,-4,-1,1,-1,1503,-5,-2,6,-1
N#Cc1c(NC(=O)CCn2cnc3ccccc3c2=O)oc(-c2ccccc2)c1-c1ccccc1,1,-2,-1,1.1,-17,1451,4,-16,12,-7
O=C(CSc1nnc(-c2cccs2)n1Cc1ccco1)c1ccc2c(c1)OCO2,0.9,-3,-6,1,-4,1497,10,12,7,5
NC(=S)NNC(=O)c1ccccc1,1.2,3,1,1,-3,1629,-19,11,13,-4
Cc1cccc(NC(=S)NNC(=O)c2csc(C(C)C)c2)c1,1,-1,-10,1,-134,1467,4,6,1,1
CCOC(=O)C1=C(C)NC2=C(C(=O)CCC2)C1c1ccsc1 (stereo not drawn),1,1,-3,1,-8,1538,4,12,2,-1
Cc1cc(C)c(S(=O)(=O)N2CCN(c3ccc([N+](=O)[O-])c(NCc4ccco4)c3)CC2)c(C)c1,0.8,0,-9,1,-1,1390,20,1,-6,3
Cc1cc(C)c(C(N)=O)c(Cl)n1,1.3,4,-7,1,-12,1780,-25,1,4,-4
COc1cc(C)ccc1OCCCCN1CC(C)OC(C)C1 (stereo not drawn),0.9,-1,0,1,-12,1446,10,-5,7,-4
CCN(CC)S(=O)(=O)c1ccc2c(c1)c(=O)c(C(=O)N1CCOCC1)cn2C,1,8,-1,1.1,-10,1620,1,8,9,-7
N#Cc1cn(-c2ccccc2)nc1-c1ccc2c(c1)OCCO2,0.9,4,-6,1,-1,1461,14,11,1,-3
